FBPA coupling cs – coupling enzyme interference in Giardia aldolase counter-screen | coupling enzyme system counterscreen, AmpLite Red fluorescence | activity change, negative = inhibition, % at 58.2 µM, hits read low | 290,000 compounds, 0.67% hits; in the data active = activity change below about -30%; also: % is scaled to controls: 0 for no effect and ±100 for the full control effect
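Counterscreen lacking aldolase: glyceraldehyde-3-phosphate coupling-enzyme reagent preincubated 10 min at RT with compound (at 57.5 uM final), then substrate/coupling system with AmpLite Red added; fluorescence read at 525/598 nm after 20 min RT.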
Gal4-VP16 FLuc – counter-screen for ROR gamma inhibitors: Gal4-VP16 reporter | AID 2546 | Potency, µM (titrated, usually from 53.6 µM), without a hit: at the highest dose activity, negative = inhibition, most hits filed as inhibitors | 310,000 compounds, 3.5% hits | Drosophila S2 Gal4-VP16 UAS-luciferase, luminescence, 20 h;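 also: Gal4-VP16 expression switched on by copper sulfate through the metallothionein promoter; potency is read from the fitted curve at half-maximal effect; % is scaled to controls: 0 for no effect and ±100 for the full control effect; nearly all actives have a fitted effect of over 50% in size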
Giardia kill – Giardia lamblia killing; 340,000 compounds, 0.15% hits; activity change, % at 7.66 µM, hits read low; Giardia lamblia trophozoite viability; in the data active = activity change below about -80%; inconclusive = between about -30% and that limit;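 also: parasites exposed to compound for two days anaerobically before the ATP read; % is scaled to controls: 0 for no effect and ±100 for the full control effect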
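Giardia trophozoites, 100 cells per well, were exposed to compounds for 48 hrs at 37 deg C under anaerobic conditions; viability was then read as ATP content by bioluminescence after 15-30 min at room temperature.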
uPA generation – inhibitors of cell surface uPA generation; cell surface uPA generation assay, qHTS; Potency, µM (top dose mostly 38.3 µM), inactives show top-dose activity change, negative = inhibition, hits mostly inhibitors; 330,000 compounds, 0.31% hits; AID 540303; active = well fitted inhibition curve with a large enough effect; inconclusive = small, poorly fitted or top-dose-only effect; inactive = no such curve, though single readings can be large or run the other way; tested in mouse RAW 264.7 cells; also: potency is read from the fitted curve at half-maximal effect; % is scaled to controls: 0 for no effect and ±100 for the full control effect; nearly all actives have a fitted effect of over 55% in size
Tb PFK block – blocks T. brucei phosphofructokinase. 330,000 compounds, 0.17% hits. O15648. Potency, µM (top dose mostly 57.5 µM), for inactives: top-dose activity, negative = inhibition, most hits filed as inhibitors. AID 485367. T. brucei PFK, ADP-Glo luminescence;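 also: potency is read from the fitted curve at half-maximal effect; 0% = uninhibited 1x PFK enzyme wells and -100% = no-enzyme wells; nearly all actives have a fitted effect of over 60% in size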
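Activity is normalized to no-enzyme wells (full inhibition) and 1.25 nM enzyme wells (no inhibition). Reaction: 0.5 mM F6P, 0.1 mM ATP, 45 min RT, ADP-Glo luminescence; concentration-response curves fitted and classed by quality.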
Rab9 promoter act – Rab9 promoter activation; Huh7 Rab9 promoter-luciferase reporter, luminescence, 24 h; Potency, µM (highest dose often 9.22 µM), without a hit: at the highest dose activation, negative = inhibition, hits mostly activators; 320,000 compounds, 2.8% hits; also: potency is read from the fitted curve at half-maximal effect; % of control where 0% means no effect; nearly all actives have a fitted effect of over 60% in size
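Huh7 cells stably carrying a Rab9 promoter-luciferase reporter, 1500 cells per well in OP-MEM I with 10% FBS, treated with compound 24 hours at 37C. Luciferase activity read by luminescence after 10 minutes with Amplite reagent.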
KCNH2 3.1 inh – inhibitors of human KCNH2 3.1 potassium channel isoform | U2OS KCNH2 3.1, thallium flux FluxOr; active compounds read low | activity change, % (tested at about 1.8 µM) | 340,000 compounds, 0.95% hits;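 active = maximum activity change below -70%; inconclusive = maximum activity change from -70% to -50%; inactive = maximum activity change above -50%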;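 also: thallium influx rate constant from kinetic fluorescence after stimulation buffer; % is scaled to controls: 0 for no effect and ±100 for the full control effect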
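Measured as rate of thallium-driven FluxOr signal in transduced U2OS cells carrying the 3.1 channel, read kinetically for 2 min upon stimulation; values are rate constants scaled to DMSO control wells.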
FLuc counter – firefly luciferase modulation, counter-screen for miR-21 project; P08659; purified FLuc, Km substrates, luminescence inhibition; Potency, µM (doses to about 57.5 µM), for the others: at the top dose activity change, negative = inhibition, actives largely listed as inhibitors; 360,000 compounds, 6.9% hits; AID 588342;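 also: potency is read from the fitted curve at half-maximal effect; plate controls were vehicle for no effect and reference inhibitor for full effect; nearly all actives have a fitted effect of over 55% in size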
Target sequence (P08659 whole entry, looked up): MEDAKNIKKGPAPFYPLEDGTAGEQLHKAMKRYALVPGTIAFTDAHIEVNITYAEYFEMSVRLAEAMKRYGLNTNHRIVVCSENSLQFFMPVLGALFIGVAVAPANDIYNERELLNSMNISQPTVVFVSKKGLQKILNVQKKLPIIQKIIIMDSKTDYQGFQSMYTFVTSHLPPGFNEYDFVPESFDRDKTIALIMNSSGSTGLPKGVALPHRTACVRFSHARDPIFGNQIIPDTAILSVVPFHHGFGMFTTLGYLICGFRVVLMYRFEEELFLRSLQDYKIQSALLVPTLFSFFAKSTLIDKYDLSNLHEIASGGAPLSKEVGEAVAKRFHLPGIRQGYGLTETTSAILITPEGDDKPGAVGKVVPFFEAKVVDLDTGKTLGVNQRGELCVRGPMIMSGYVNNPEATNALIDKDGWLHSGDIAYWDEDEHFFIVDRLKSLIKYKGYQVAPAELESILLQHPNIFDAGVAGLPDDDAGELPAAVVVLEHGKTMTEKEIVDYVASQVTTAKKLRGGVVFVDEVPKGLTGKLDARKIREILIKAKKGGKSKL
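Purified P. pyralis luciferase (10nM final) with 10uM D-luciferin and 10uM ATP (Km levels) in 50mM Tris acetate pH 7.5, 10mM Mg acetate, 0.01% Tween-20, 0.05% BSA; qHTS 6-point titration, ~60 µM downward; luminescence read.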
NPC1 prom act – activators of NPC1 promoter; Huh7 NPC1 promoter luciferase reporter, 24 h; Potency, µM (highest dose often 9.22 µM), for the others: at the top dose activation, hits mostly activators; 320,000 compounds, 2.4% hits; AID 485313;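 also: potency is read from the fitted curve at half-maximal effect; % of control where 0% means no effect; nearly all actives have a fitted effect of over 60% in size; reporter is driven by a mutant NPC1 promoter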
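Huh7 reporter cells (NPC1 promoter driving luciferase) are dosed with compound for 24 h at 37 °C, 5% CO2; luciferase detection reagent is then added and luminescence measured after 10 min at ambient temperature.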
RORg inh – inhibitors of mouse ROR gamma transcriptional activity; AID 2551; Drosophila S2 Gal4-RORgamma UAS-luciferase reporter, 20 h; P51450; 310,000 compounds, 5.4% hits; Potency, µM (doses to about 53.6 µM), inactives show at the top dose activity change, negative = inhibition, most hits filed as inhibitors; also: potency is read from the fitted curve at half-maximal effect; % is scaled to controls: 0 for no effect and ±100 for the full control effect; nearly all actives have a fitted effect of over 60% in size
Target sequence (P51450 whole entry, looked up, the tested form may be a part): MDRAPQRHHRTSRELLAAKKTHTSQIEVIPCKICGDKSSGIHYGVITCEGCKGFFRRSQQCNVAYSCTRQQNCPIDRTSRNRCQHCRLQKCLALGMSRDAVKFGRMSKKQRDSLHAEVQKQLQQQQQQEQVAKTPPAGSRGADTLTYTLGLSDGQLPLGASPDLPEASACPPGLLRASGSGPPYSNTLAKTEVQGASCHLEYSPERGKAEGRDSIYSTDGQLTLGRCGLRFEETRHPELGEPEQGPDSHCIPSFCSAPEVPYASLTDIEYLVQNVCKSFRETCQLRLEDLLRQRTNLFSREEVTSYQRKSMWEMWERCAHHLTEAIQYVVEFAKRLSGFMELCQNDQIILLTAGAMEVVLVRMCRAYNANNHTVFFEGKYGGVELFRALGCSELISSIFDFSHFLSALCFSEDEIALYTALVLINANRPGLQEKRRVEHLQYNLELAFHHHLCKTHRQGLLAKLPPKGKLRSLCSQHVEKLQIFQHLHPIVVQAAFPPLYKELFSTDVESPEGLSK
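Schneider cells (Drosophila), stable Gal4 DBD–ROR gamma + UAS-luc; 1 hr cmpd preincubation; Cu2+ induction 700 uM final; 20 hr ambient; luminescence.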
ELG1 genotox – induces genotoxicity in HEK293T cells with luciferase-tagged ELG1 | 330,000 compounds, 1.3% hits | Potency, µM (doses to about 46 µM), inactives show top-dose activity change, positive = activation, actives largely listed as activators | HEK293T ELG1-luciferase reporter, luminescence, 16 h; also: potency is read from the fitted curve at half-maximal effect; % of control where 0% means no effect; nearly all actives have a fitted effect of over 60% in size
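Genotoxicity was scored as increased ELG1-luciferase reporter signal, measured by ONE-Glo luminescence (30 min, room temperature). Compound or vehicle exposure of the HEK293T reporter cells lasted 16 hr at 37°C.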
* marks the source's active call; other numbers are inactive results; ? = inconclusive; nt = not tested or not shown; & = joins results of further samples; [ ] = remark or other dose. Unless noted, calls follow the shape of the dose curve; as a rule, active = well fitted curve in the direction sought with a large enough effect; inconclusive = small, poorly fitted or top-dose-only effect, or another doubt; inactive = no such curve, though single readings can be large; an effect the other way counts as inactive or inconclusive.

SMILES	FBPA coupling cs	Gal4-VP16 FLuc	Giardia kill	uPA generation	Tb PFK block	Rab9 promoter act	KCNH2 3.1 inh	FLuc counter	NPC1 prom act	RORg inh	ELG1 genotox
CC(C)c1ccccc1NC(=S)NCc1ccccc1F	-2.5	?	-17.3	-1.5%	-3.5%	-3.5%	7.8	-1.8%	-0.8%	?	-1.2%
CCn1c(SCc2nc3sc(C(=O)O)c(C)c3c(=O)[nH]2)nc2ccccc21	10.1	3.4%	-3.5	2.9%	5.8%	-3.8%	8.8	0.8%	-2.4%	-8.4%	-1.8%
COC(=O)c1[nH]c2ccc(C)cc2c1NC(=O)CN1CCN(C(=O)c2ccccc2)CC1	1.0	-3.7%	0.3	-4.9%	0.3%	-2.8%	28.7	1.3%	-2.4%	-3.4%	-19.7%
Cc1cc(C)cc(OCC(=O)O/N=C(\N)Cc2ccc([N+](=O)[O-])cc2)c1	-1.1	10.0%	4.2	0.4%	-3.8%	11.5%	-1.8	-3.8%	7.5%	37.6%	-2.3%
CCOC(=O)c1c(C)[nH]c(C(=O)COC(=O)c2ccccn2)c1C	-0.9	1.7%	8.2	nt	0.0%	5.3%	1.9	6.01µM*	0.3%	-1.0%	5.0%
Cc1ccc(C(=O)O/N=C(\c2ccccc2)c2cccnc2)cc1	0.2	?	20.1	-3.6%	-2.7%	0.9%	22.1	16.9µM*	-3.1%	9.2%	2.4%
O=C(CC(=O)Nc1cccnc1)Nc1cccnc1	1.6	-0.6%	1.7	5.0%	0.1%	0.5%	4.0	-6.3%	0.1%	-16.7%	-1.1%
Cc1ccc2[nH]c(=O)c(CNC(C)C)cc2c1	-0.8	1.6%	-5.5	5.1%	-0.9%	11.7%	-8.5	-0.7%	2.4%	-8.7%[10 µM]	-0.3%
Cc1ccc(NC(=O)CC2=NC(=O)C(CC(=O)Nc3ccccc3F)S2)cc1 (stereo not given)	-0.2	2.9%	-13.5	-15.3%	2.7%	17.3%	-2.1	-1.1%	19.1%	31.2%	4.7%
CCCCCCOc1ccc(/C(N)=N/O)cc1	2.1	-0.6%	4.3	-17.7%	-0.5%	1.58µM*	-0.6	12µM*	2.51µM*	-3.0%	?
CCOc1cc(C(=O)Nc2nnc(C)s2)cc(OCC)c1OCC	4.3	-9.6%	19.9	9.3%	?	-5.7%	-7.8	10.1%	0.5%	0.2%	-0.4%
COc1cc(CCC(=O)Nc2ccc(C)c(S(=O)(=O)N(C)C)c2)cc(OC)c1OC	3.9	-4.6%	9.1	-4.4%	2.0%	-5.8%	-9.7	0.4%	-6.7%	2.7%	-1.3%
CCOc1ccccc1OCCn1nnc2ccccc21	-0.1	-23.8%	7.2	-3.4%	-6.0%	-6.5%	-3.8	3.0%	-0.1%	25.5%	?
O=C1CC[C@@H](CN(Cc2ccccn2)Cc2nc(Cc3cccc(C(F)(F)F)c3)no2)N1	0.5	2.4%	8.1	?	-2.0%	0.6%	-24.0	-3.3%	-1.7%	37.3%	-1.2%
Clc1ccc(CSc2nnc(CN3CCOCC3)n2-c2ccccc2)cc1Cl	-2.1	2.9%	2.8	4.9%	-16.5%	2.2%	8.5	-2.3%	-2.5%	35.9%	-3.2%
CN(C)C(CNC(=O)c1cc2ccccc2o1)c1ccco1 (stereo not given)	nt	nt	6.3	-36.7%	-2.9%	nt	0.4	nt	nt	nt	1.4%
O=C(O)CCc1c(C(=O)O)[nH]c2ccccc12	-1.8	-2.7%	9.2	-2.2%	-0.9%	1.1%	3.6	1.3%	-0.1%	-20.7%	-3.7%
CC(=O)N1C2CCCCC2S[C@H]2CCCCC21 (stereo not given in full)	-0.7	20.1%	-21.0	6.2%	-6.8%	1.1%	3.1	1.1%	-6.9%	-11.6%	0.7%
CC(=O)Nc1cccc(NCC(=O)Nc2cc(S(=O)(=O)N3CCCCC3)ccc2Cl)c1	nt	nt	7.8	-1.2%	-1.1%	nt	-2.3	nt	nt	nt	-3.6%
COc1ccc(CCNC(=O)C2CC(=O)N(c3ccc(Br)cc3)C2)cc1OC (stereo not given)	3.1	3.9%[10 µM]	0.8	16.1%	-2.8%	-8.8%	0.6	1.3%	-3.3%	-0.7%	-3.3%
COc1ccc([N+](=O)[O-])cc1-n1cccc1	0.8	-2.6%	-27.9	6.1%	0.6%	-1.7%	25.5	1.0%	-1.0%	44.6%	7.0%
O=C(c1cc(-c2ccncc2)nc2ccccc12)N1CCN(S(=O)(=O)/C=C/c2ccccc2)CC1	3.8	-17.3%	-6.5	2.0%	0.3%	-1.2%	2.4	2.4%	-0.3%	4.7%	-3.2%
O=C1CS/C(=N/N=C/c2ccc(OS(=O)(=O)c3ccccc3)cc2)N1	-0.2	?	1.7	7.1%	0.7%	4.4%	11.9	-13.8%	3.3%	-15.6%	-0.7%
Cc1cnc(CN2CCc3c([nH]c4ccccc34)C2CC(C)C)[nH]1 (stereo not given)	-2.1	11.2%	-25.8	-1.2%	-5.8%	-2.4%	-29.3	-4.7%	-2.3%	-32.8%	-6.4%
Cc1cc(C)c(C#N)c(SCc2ccc(F)cc2)n1	-4.4	7.3%[10 µM]	-15.5	8.9%	2.4%	?	6.2	-3.9%	-8.8%	8.4%	-3.3%
CCC(=O)NC(c1cccs1)c1cc(Cl)c2ccccc2c1O (stereo not given)	nt	nt	-2.1	5.2%	-0.6%	-5.7%	nt	-2.6%	1.1%	nt	-0.7%
Cc1ccc(C(=O)N2CCN(c3ccccc3F)CC2)cc1S(=O)(=O)N1CCOCC1	-0.7	3.0%	28.4	-4.2%	0.2%	1.9%	6.4	6.4%	-4.7%	24.8%	-9.6%
CCOC(=O)N1CCC(Nc2c(NCCCN3CCN(C4CCCCC4)CC3)c(=O)c2=O)CC1	0.9	-7.5%	6.9	7.0%	-1.9%	-2.3%	9.6	0.9%	1.1%	-19.8%	2.4%
CC(=O)N1N=C(c2ccc(C)o2)CC1c1ccc(Br)cc1 (stereo not given)	2.8	?	-9.2	nt	0.1%	?	5.0	?	2.51µM*	35.9%	?
CCOc1ccccc1CNC(=O)c1ccc(NC(=O)C2=C(C)OCCS2)cc1	nt	-3.7%	-29.2	2.0%	0.5%	-1.4%	10.0	-12.8%	-2.8%	22.1%	-7.9%
C/C(=N\NC(=O)COc1ccccc1-c1ccccc1)c1ccccn1	-1.3	?	-19.3	7.2%	14.2%	-24.2%	-30.4	-5.7%	-17.0%	1.12µM*	?
CC(=O)Nc1ccc(NC(=O)CSc2ccc(C(F)(F)F)cc2[N+](=O)[O-])cc1	4.1	-17.5%	20.5	9.5%	-1.0%	1.9%	27.1	4.8%	-1.2%	-5.1%	12.8%
CC[C@H](C)[C@H](NC(N)=O)C(=O)Nc1ccc(OC)c(Cl)c1	-0.4	-1.2%	-2.0	-5.0%	-2.4%	-3.2%	0.1	-1.1%	-0.7%	-7.9%	1.8%
COc1ccc(OC)c(C(c2nnnn2C2CCCC2)N2CCc3ccccc3C2)c1 (stereo not given)	-1.4	-0.7%	-13.9	3.2%	-1.9%	1.1%	2.2	-1.1%	-2.3%	0.4%	-21.4%
C=C(C)C1(O)OC(=O)C=C1OC (stereo not given)	3.0&-7.9	11.2µM*	5.1	?	-2.5%	-3.9%	6.8	-0.4%	-2.9%	12.6µM*	?
Cc1cccc(C)c1NC(=O)CSc1nnc(C)n1-c1ccccc1	-0.3	-3.9%	2.6	-0.5%	4.6%	-0.2%	2.4	-2.6%	-3.3%	-11.6%	-2.9%
CCc1nc(N2CCN(C(C)=O)CC2)c2c3c(sc2n1)CC(C(C)(C)C)CC3 (stereo not given)	-1.4	?	4.2	-0.3%	-0.4%	-2.7%	-21.1	-3.8%	-9.5%	?	-12.6%
CCc1nnc(NC(=O)CCN2C(=O)C3CCCCC3C2=O)s1 (stereo not given)	nt	2.8%	-22.3	-10.1%	-0.5%	9.1%	-19.0	4.2%	-4.4%	4.7%	13.4%
CC(C)(C)OC(=O)NCCCCCNC(=O)c1[nH]cnc1C(=O)NC1CCN(C(=O)OC(C)(C)C)CC1	nt	nt	12.7	6.0%	-1.0%	-0.4%	nt	-0.6%	-3.2%	nt	-6.4%
COc1ccc(-n2c(SCC(=O)Nc3ccc4c(c3)OCO4)nc3c(c2=O)SCC3)cc1	-0.9	-9.3%	12.3	6.6%	-8.5%	8.9%	5.9	-0.8%	5.3%	-3.7%	0.0%

No enrichment for hits; 14% or so of the library scored in one or more.
